HTR5A ag = HTR5A agonism, opioid heterodimer counter-screen; 340,000 compounds, 0.61% hits; HTR5A agonist assay, luminescence, cell-based; P47898; activation, % at 9.3 µM; in the data active means activation mostly above about 9.5%, no sharp cut-off; inactive means mostly below about 7.6%;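 further: 0% = cells with vehicle only and 100% = reference agonist; strong numbers were not always called active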
Target sequence (P47898 whole entry, looked up): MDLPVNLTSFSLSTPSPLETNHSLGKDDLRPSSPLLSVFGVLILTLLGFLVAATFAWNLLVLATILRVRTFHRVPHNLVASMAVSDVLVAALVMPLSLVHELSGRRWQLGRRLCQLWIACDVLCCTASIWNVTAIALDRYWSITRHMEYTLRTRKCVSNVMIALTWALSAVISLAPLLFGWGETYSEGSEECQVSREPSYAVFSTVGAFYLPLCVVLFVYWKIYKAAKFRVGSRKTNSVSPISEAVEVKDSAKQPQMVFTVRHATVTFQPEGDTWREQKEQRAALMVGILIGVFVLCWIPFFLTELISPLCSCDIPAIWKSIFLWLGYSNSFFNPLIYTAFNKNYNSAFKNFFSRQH
PKA-R1A act = activators of PKA-R1A complex; PKA-R1A dissociation, Cy5-IP20 fluorescence polarization; scaled: DMSO 0%, 113 µM cGMP 100%; activation, % at 11.4 µM; 340,000 compounds, 0.083% hits; AID 504707;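 active means percent activation above the mean of all tested compounds plus 3 SD, cut at about 19% in these data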;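 further: higher means more PKAc released from R1A so a rise in polarization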
Arr AP2 block = human beta-arrestin and AP2 interaction inhibition | AID 504490 | FITC-arrestin peptide / GST-AP2 beads, flow cytometry; AP2 beta2 appendage carries R879A mutation | inhibition, % at 10 µM | 340,000 compounds, 0.31% hits;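 active means inhibition above a set limit, near 3 SD of compounds lacking own fluorescence, cut at about 54% in these data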;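 further: plate controls were DMSO wells for no effect and 5 µM unlabelled arrestin peptide for full effect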
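Assay system: GST-AP2 R879A bound to glutathione beads, E. coli-expressed; Medium: PBS with 0.05% Tween 20 and 0.1% BSA; Also added: fluorescein-tagged arrestin peptide at 50 nM final; Timing: 12 min plus 1 h, RT; Measured by: flow cytometry, FL1 (488/535 nm); Evaluation: percent drop in bead-associated FITC signal.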
MOR-DOR inv ag = mu-delta opioid heterodimer inverse agonism; P35372+P41143; cell-based MOR-DOR heterodimer luminescence; inhibition, % at 9.3 µM; 340,000 compounds, 0.21% hits; AID 504357; in the data active means inhibition above about 22%, passing the limit was not always enough;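 further: 0% = cells with DMSO and 100% = wells without cells with DMSO; values of inactives mirror those of a sister screen read the other way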
DAGLB inhibitor = blocks human DAGLB lipase activity | HEK293T DAGLB membrane lysate, EnzChek fluorogenic substrate | inhibition, % at 5.17 µM | 340,000 compounds, 0.059% hits | AID 504411; in the data active means inhibition above about 34%;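 further: 0% = enzyme with vehicle and 100% = wells lacking enzyme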
Target sequence (Q8NCG7 whole entry, looked up): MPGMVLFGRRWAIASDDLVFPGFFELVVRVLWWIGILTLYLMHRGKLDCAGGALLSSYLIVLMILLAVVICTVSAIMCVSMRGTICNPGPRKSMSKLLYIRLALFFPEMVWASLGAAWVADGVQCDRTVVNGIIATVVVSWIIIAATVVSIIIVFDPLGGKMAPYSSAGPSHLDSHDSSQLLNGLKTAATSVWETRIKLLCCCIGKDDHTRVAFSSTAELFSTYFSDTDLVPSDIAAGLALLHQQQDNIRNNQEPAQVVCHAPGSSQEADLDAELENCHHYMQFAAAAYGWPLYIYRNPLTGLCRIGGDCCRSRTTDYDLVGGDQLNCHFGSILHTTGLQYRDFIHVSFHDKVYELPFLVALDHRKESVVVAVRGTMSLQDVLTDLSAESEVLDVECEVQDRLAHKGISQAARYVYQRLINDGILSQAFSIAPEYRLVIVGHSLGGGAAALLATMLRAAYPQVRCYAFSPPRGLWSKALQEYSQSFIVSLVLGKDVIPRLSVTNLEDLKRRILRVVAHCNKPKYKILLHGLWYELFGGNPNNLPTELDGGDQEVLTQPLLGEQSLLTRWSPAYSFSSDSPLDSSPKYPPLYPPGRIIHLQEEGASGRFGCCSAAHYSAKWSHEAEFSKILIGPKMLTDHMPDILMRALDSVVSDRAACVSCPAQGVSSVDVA
Pemphigus Ab inh = inhibitors of pemphigus antibody binding to human desmoglein-3; DSG3-coupled beads, scFv-anti-DSG3-GFP binding, flow cytometry; active compounds read low; 310,000 compounds, 0.48% hits; AID 588358; binding (percent of control), % at 10 µM;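 active means binding more than 3 SD below its plate's average and above zero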;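 further: hits lower antibody fragment binding to DSG3; some compounds called inactive have numbers as strong as hits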
V-ATPase pHluor = regulators of yeast V-ATPase proton transport; S. cerevisiae, pHLuorin cytosolic pH fluorescence; response, % at 10 µM; 350,000 compounds, 0.37% hits; AID 504577; in the data active means response mostly above about 7.3%, no sharp cut-off; inactive means mostly below about 5.4%; further: actives read high; inactives centre near 0; some compounds called inactive have numbers as strong as hits; reference of the scale not given here
PKA-R2B act = activates the human PKA-R2B holoenzyme complex; P22694+P31323; PKA-R2B holoenzyme dissociation, Cy5-IP20 fluorescence polarization; R2B truncated from residue 108, S112A mutant; 0% DMSO only, 100% 113 µM cGMP; activation, % at 11.4 µM; 340,000 compounds, 0.079% hits;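 active means activation above a cutoff set at the mean over all compounds plus 3 SD, cut at about 18% in these data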;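 further: higher means more holoenzyme dissociation and a rise in polarization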
HTR5A inv ag = inverse agonist of human HTR5A in OPRM1-OPRD1 counter-screen. P47898. 340,000 compounds, 0.083% hits. HTR5A cell line, luminescence, inverse agonism. AID 504634. inhibition, % at 9.3 µM; in the data active means inhibition mostly above about 23%, no sharp cut-off; inactive means mostly below about 18%;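 further: 0% = cells with DMSO and 100% = no-cell wells with DMSO; some compounds called inactive have numbers as strong as hits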
MOR-DOR ag = agonists of human mu-delta opioid receptor heterodimerization; P35372+P41143; cells, OPRM1-OPRD1 heterodimerization, luminescence; activation, % at 9.3 µM; 340,000 compounds, 0.3% hits; AID 504326; in the data active means activation above about 18%;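 further: 0% = vehicle-treated cells and 100% = reference agonist; values of inactives mirror those of a sister screen read the other way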
An asterisk follows results filed as active; nt = not tested or not shown.

SMILES | HTR5A ag | PKA-R1A act | Arr AP2 block | MOR-DOR inv ag | DAGLB inhibitor | Pemphigus Ab inh | V-ATPase pHluor | PKA-R2B act | HTR5A inv ag | MOR-DOR ag
CNC(=O)CSc1cn(CC(=O)N(C(C)C)C(C)C)c2ccccc12 | -4 | 1 | -7 | 9 | 2 | nt | 0 | -1 | -4 | -1.9
CN(C(=O)c1nn(C)c2c1CS(=O)(=O)c1ccccc1-2)c1cccc(Cl)c1 | 2 | -1 | 0 | 6 | 1 | 99 | 0 | 8 | 21 | -1.2
CN1CCN(c2ccc([N+](=O)[O-])cc2C(=O)c2ccc(Cl)cc2)CC1 | -7 | -2 | 3 | -7 | 0 | 113 | -3 | -4 | 16 | 1.4
COc1ccc(C)cc1NC(=O)C1CCCN(S(=O)(=O)c2cccc3nonc23)C1 (stereo unspecified) | 0 | -9 | -1 | 10 | -1 | 96 | -1 | -5 | 10 | -1.6
O=C(Nc1sc2c(c1C(=O)c1ccc(Cl)cc1)CCCC2)c1cccnc1 | -5 | -10 | 0 | -4 | -5 | 97 | 1 | -11 | 36 | 0.8
CCOC(=O)Cn1c(=O)oc2cc(S(=O)(=O)N3CCCC(C)C3)ccc21 (stereo unspecified) | 2 | -1 | 9 | 15 | -2 | 119 | -1 | -12 | -17 | -2.9
COc1ccc(S(=O)(=O)NC2(C(F)(F)F)NC(=O)N(CCc3ccccc3)C2=O)cc1 (stereo unspecified) | 7 | -3 | -4 | 9 | 1 | 106 | 0 | -3 | -19 | -1.7
O=S(=O)(/N=C(/Nc1ccc(Cl)cc1Cl)c1ccccc1)c1cccs1 | 4 | -10 | -5 | 4 | -2 | 110 | -3 | -8 | 1 | -0.7
COC(=O)NC(=S)Nc1ccc(Oc2ccc(Cl)cc2)c(Cl)c1 | -1 | -16 | 2 | 15 | -4 | 98 | 1 | -10 | -5 | -2.6
O=C(O)c1ccc2oc(=O)c(S(=O)(=O)c3ccc(F)cc3)cc2c1 | 1 | -3 | 3 | 19 | -1 | 92 | 0 | 0 | -4 | -4.4
Cc1ccc(S(=O)(=O)CCC(=O)Oc2ccc(-c3nnco3)cc2)cc1 | -5 | 0 | -7 | 9 | -2 | 105 | -2 | -18 | 13 | -1.8
CCN1/C(=C/c2ccc3ccccc3[n+]2CC)C=Cc2ccccc21 | -12 | 1 | 5 | 32 | 25 | 115 | 7 | 10 | 43* | -5.8
O=C(CSc1n[nH]c(-c2cccs2)n1)N1CCCc2ccccc21 | 0 | 6 | 15 | 6 | -2 | 99 | -1 | -1 | -9 | -1.2
CCCCCCSc1ccc([C@@H]2[C@@H]3C(=O)N(C)C(=O)[C@@H]3[C@]3(C(=O)OC)CCCCN23)cc1 | -2 | -4 | 15 | -3 | -3 | 103 | 0 | 4 | -21 | 0.5
CCN(C(=O)CN1CCN(c2cccc(C(F)(F)F)c2)CC1)c1c(N)n(Cc2ccccc2)c(=O)[nH]c1=O | 0 | 2 | 11 | 7 | 2 | 109 | -2 | -6 | -1 | -1.5
CCn1c(CNc2ccc(Cl)cc2)nnc1SCc1ccc(Cl)cc1 | 5 | 3 | -5 | -19 | -9 | 94 | -1 | -1 | 23 | 3.3
CCCC(C)C(=O)Nc1ccccc1C(=O)OCC (stereo unspecified) | -1 | -4 | -4 | -4 | -6 | 101 | -1 | -7 | 11 | 0.9
COc1cc(C)c(C(C)C)cc1S(=O)(=O)N1CCN(C)CC1 | 1 | -2 | 4 | 4 | 1 | 95 | -2 | 4 | 10 | -0.9
O=[N+]([O-])c1cccnc1NCCc1ccccc1 | 1 | -2 | 4 | 23 | 0 | 98 | -1 | -9 | -1 | -4.6
CCOC(=O)C1CCN(C(=O)c2cn(CCOC)c(=O)c3c2c2ccccc2n3C)CC1 | 1 | -23 | -9 | 8 | 0 | 103 | -2 | 7 | 23 | -1.4
COc1ccc(-c2nc(CSCC(=O)N3CCc4ccccc4C3)c(C)o2)cc1OC | -7 | -11 | -5 | 13 | -2 | 112 | -1 | 1 | 18 | -2.7
CCn1nnnc1SCC(=O)N1c2ccccc2Sc2ccccc21 | 2 | 2 | -7 | 13 | -4 | 95 | -1 | 2 | -17 | -2.8
Cc1cc(C)nc(NN2C(=O)/C(=C/c3ccc(O)cc3)SC2=S)n1 | -5 | 2 | 26 | 10 | -2 | 99 | 0 | 4 | 16 | -1.9
Cn1ccnc1-c1nc2ccccc2[nH]c1=O | 4 | -3 | 13 | 4 | -5 | 108 | -2 | -16 | -11 | -0.7

Nothing new here: an excerpt of the list.
SMILES | HTR5A ag | PKA-R1A act | Arr AP2 block | MOR-DOR inv ag | DAGLB inhibitor | Pemphigus Ab inh | V-ATPase pHluor | PKA-R2B act | HTR5A inv ag | MOR-DOR ag
COc1ccc(-c2nc(CSCC(=O)N3CCc4ccccc4C3)c(C)o2)cc1OC | -7 | -11 | -5 | 13 | -2 | 112 | -1 | 1 | 18 | -2.7
CCn1nnnc1SCC(=O)N1c2ccccc2Sc2ccccc21 | 2 | 2 | -7 | 13 | -4 | 95 | -1 | 2 | -17 | -2.8
Cc1cc(C)nc(NN2C(=O)/C(=C/c3ccc(O)cc3)SC2=S)n1 | -5 | 2 | 26 | 10 | -2 | 99 | 0 | 4 | 16 | -1.9
Cn1ccnc1-c1nc2ccccc2[nH]c1=O | 4 | -3 | 13 | 4 | -5 | 108 | -2 | -16 | -11 | -0.7

Compounds from the list above that have fluorine (3):
SMILES | HTR5A ag | PKA-R1A act | Arr AP2 block | MOR-DOR inv ag | DAGLB inhibitor | Pemphigus Ab inh | V-ATPase pHluor | PKA-R2B act | HTR5A inv ag | MOR-DOR ag
COc1ccc(S(=O)(=O)NC2(C(F)(F)F)NC(=O)N(CCc3ccccc3)C2=O)cc1 (stereo unspecified) | 7 | -3 | -4 | 9 | 1 | 106 | 0 | -3 | -19 | -1.7
O=C(O)c1ccc2oc(=O)c(S(=O)(=O)c3ccc(F)cc3)cc2c1 | 1 | -3 | 3 | 19 | -1 | 92 | 0 | 0 | -4 | -4.4
CCN(C(=O)CN1CCN(c2cccc(C(F)(F)F)c2)CC1)c1c(N)n(Cc2ccccc2)c(=O)[nH]c1=O | 0 | 2 | 11 | 7 | 2 | 109 | -2 | -6 | -1 | -1.5

Next part.
SMILES | HTR5A ag | PKA-R1A act | Arr AP2 block | MOR-DOR inv ag | DAGLB inhibitor | Pemphigus Ab inh | V-ATPase pHluor | PKA-R2B act | HTR5A inv ag | MOR-DOR ag
O=S(=O)(c1ccc2ccccc2c1)N1CCC(c2nc(-c3ccncc3)no2)CC1 | -2 | -3 | -9 | -25 | -6 | 100 | 0 | -13 | 4 | 4.0
Cc1ccc(NC(=O)CN(C)C(=O)COC(=O)c2oc3ccccc3c2C)cc1 | 6 | -4 | 2 | -6 | -3 | nt | 4 | -5 | -16 | 1.6
O=C1NC2(CCCCC2)C(=O)N1CCS(=O)(=O)Oc1ccccc1 | 2 | -2 | 0 | 17 | 1 | 107 | 2 | 1 | 16 | -3.9
Cc1nccn1CCCN1C(=O)CNC1=S | 5 | -1 | 2 | 4 | -1 | 87 | -2 | -3 | -13 | -0.7
C=CCNC(=O)Nc1ccc(F)cc1F | 0 | 1 | -4 | 10 | 0 | 112 | -1 | -4 | 2 | -2.1
Cc1nc(-c2ccc(S(=O)(=O)Nc3ccc(Br)cc3Cl)s2)cs1 | 1 | -5 | 7 | 3 | 12 | 110 | -4 | 5 | -5 | -0.6
COc1ccc(OC)c(CN2C(=O)CCC2(C)C(=O)NC2CCCCCC2)c1 (stereo unspecified) | 2 | 0 | 1 | 11 | 1 | 104 | 0 | -6 | -6 | -2.1
O=C(c1ccccc1Oc1ccccc1)N1CCN(c2ccccc2)CC1 | -4 | -19 | -2 | 3 | -2 | 101 | 8 | 1 | 11 | -0.5
CCC(=O)Nc1ccccc1C(=O)N1CCOCC1 | 6 | -11 | -5 | 15 | -2 | nt | 0 | -5 | -15 | -2.5
Cc1[nH]n(-c2ccccc2)c(=O)c1C(=O)c1ccc(Cl)cc1 | 4 | -6 | 9 | 14 | 1 | 104 | -1 | -12 | -12 | -2.8
O/N=C/c1cc(Br)ccc1OCc1ccc(F)cc1 | 1 | 2 | 28 | -18 | -10 | 105 | 0 | -9 | -6 | 3.1
C=CCn1c(SCC(=O)Nc2ccc(N(C)C)cc2)nnc1-c1cccc(C)c1 | -3 | -13 | 34 | 1 | 1 | nt | 1 | 3 | 7 | -0.3

Sorted by value in PKA-R2B act (lowest first): 5 of the compounds above.
smiles | PKA-R1A act | Arr AP2 block | MOR-DOR inv ag | DAGLB inhibitor | Pemphigus Ab inh | V-ATPase pHluor | PKA-R2B act | MOR-DOR ag
Cc1[nH]n(-c2ccccc2)c(=O)c1C(=O)c1ccc(Cl)cc1 | -6 | 9 | 14 | 1 | 104 | -1 | -12 | -2.8
CCC(=O)Nc1ccccc1C(=O)N1CCOCC1 | -11 | -5 | 15 | -2 | nt | 0 | -5 | -2.5
Cc1nccn1CCCN1C(=O)CNC1=S | -1 | 2 | 4 | -1 | 87 | -2 | -3 | -0.7
C=CCn1c(SCC(=O)Nc2ccc(N(C)C)cc2)nnc1-c1cccc(C)c1 | -13 | 34 | 1 | 1 | nt | 1 | 3 | -0.3
Cc1nc(-c2ccc(S(=O)(=O)Nc3ccc(Br)cc3Cl)s2)cs1 | -5 | 7 | 3 | 12 | 110 | -4 | 5 | -0.6

The listing continues:
SMILES | HTR5A ag | PKA-R1A act | Arr AP2 block | MOR-DOR inv ag | DAGLB inhibitor | Pemphigus Ab inh | V-ATPase pHluor | PKA-R2B act | HTR5A inv ag | MOR-DOR ag
C/C(=N\NC(=O)c1nc(C)cc(C)n1)c1ccccc1 | 3 | -4 | 0 | 9 | 0 | 97 | -1 | 1 | 2 | -1.6
COc1ccc(C(=O)NC(=S)NCC2CCCO2)cc1 (stereo unspecified) | 5 | -8 | -11 | 22 | -2 | 92 | 4 | -3 | 0 | -4.4
O=C(c1ccco1)N1CCCN(C(=O)c2ccco2)CC1 | 2 | 3 | 4 | 14 | 1 | 104 | -1 | -9 | -1 | -2.6
O=C(COC(=O)c1cc(NS(=O)(=O)c2cccs2)ccc1O)Nc1ccccc1 | 7 | -12 | 25 | 7 | -1 | 89 | 0 | -7 | 13 | -1.4
COc1ccc(Br)cc1CN(C)C(=O)C1CC(=O)N(C2CCCC2)C1 (stereo unspecified) | -2 | 6 | 26 | 2 | 3 | 95 | 8 | 2 | 8 | -0.4
CCCCC/C=C\C/C=C\C/C=C\CCCCC(=O)O | 5 | -12 | 1 | 14 | 4 | 102 | -3 | 0 | -18 | -2.6
COc1ccc(C(=O)Nc2ccc(C)c(S(=O)(=O)N3CCCCCC3)c2)cc1 | 0 | -5 | 9 | -7 | -5 | 115 | -2 | -17 | 16 | 1.4
COc1ccccc1/C(O)=C(\C#N)c1nc2ccccc2[nH]1 | 2 | -13 | 6 | 9 | -2 | 96 | 4 | 0 | 14 | -1.9
O=S(=O)(Cc1ccccc1)N1CCC(N2CCN(c3ccccc3)CC2)CC1 | 2 | -5 | -6 | -15 | 0 | 106 | 0 | 1 | -6 | 2.3
